Assay outcomes from PubChem BioAssay.
Keap1-Nrf2 PPI – Keap1-Nrf2 protein-protein interaction inhibitors, primary screen, biochemical, fluorescence polarization, single point; AID 504523, 2011; Kelch-like ECH-associated protein 1 (Homo sapiens), Q14145; Keap1 Kelch-Nrf2 peptide fluorescence polarization, 1536-well; inhibition, % at 9.4 µM; 340,000 tested, 0.15% active; in the data active = inhibition above about 12%;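 note: human Keap1 Kelch domain with fluorescein labeled Nrf2 9mer peptide probe; 0% = neutral control wells and 100% = peptide positive control; higher means more block of Keap1 binding to Nrf2 peptide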
dFosB activator – activators of delta FosB homodimer, primary screen, biochemical, fluorescence polarization, TAMRA-CDK5 oligo, single point; Protein FosB (Mus musculus), P13346; purified delta FosB; percent of positive-control signal above neutral wells; activation, % at 25 µM; 340,000 tested, 0.99% active; AID 493131, 2011;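 active = mean activation above about 17%, with every replicate also reaching it, limit read from the data, passing the limit was not always enough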;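 note: fluorescence polarization rise as delta FosB binds a TAMRA Cdk5 AP-1 oligo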
RTF Ca sens act – cardiac RTF calcium sensitivity activators, primary screen, biochemical, IANBD-TnC fluorescence, EC20 calcium; IANBD-labeled TnC RTF fluorescence at EC20 calcium; 0% EC20 calcium, 100% full calcium; activation, % at 7.2 µM; 340,000 tested, 0.24% active;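 active = activation above the mean over all tested compounds plus 3 SD, cut at about 30% in these data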;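 note: rise in fluorescence read as greater calcium sensitivity of cardiac thin filaments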
PvdQ inh – P. aeruginosa PvdQ acylase inhibitors, primary screen, biochemical, fluorescence, plate reader and imaging, single point; purified PvdQ acylase; 340,000 tested, 0.063% active; inhibition, % at 10 µM; AID 488965, 2010; in the data active = inhibition above about 30%, passing the limit was not always enough;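 note: 0% = vehicle neutral wells and 100% = reference inhibitor wells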
C-LANA FP – inhibitors of KSHV C-LANA binding to DNA, primary screen, biochemical, fluorescence polarization, FAM-LBS DNA, MBP-C-LANA, single point; Kaposi's sarcoma herpesvirus LANA C-terminal domain (residues 932-1162) DNA binding; 340,000 tested, 0.078% active; inhibition, % at 9 µM;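 active = highest replicate inhibition at or above 60% at 9 µM, even if other replicates fall short; inactive = all replicates below 60% inhibition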;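 note: 0% = neutral control wells and 100% = 4 µM acridine orange control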
Cardiac RTF inh – cardiac RTF calcium sensitivity inhibitors, primary screen, biochemical, IANBD-TnC fluorescence, EC70 calcium; Troponin I, cardiac muscle (Homo sapiens) + Troponin T, cardiac muscle (Homo sapiens) + …; inhibition, % at 7.15 µM; 340,000 tested, 0.12% active; AID 493244, 2011; IANBD-labeled cardiac RTF, Ca2+ fluorescence;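 active = inhibition above the mean inhibition of all tested compounds plus 3 SD, cut at about 17% in these data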;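 note: assay run at fixed EC70 calcium of 1.6 mM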
Rtt109 Vps75 – inhibitors of C. albicans Rtt109/Vps75 HAT, primary screen, biochemical, ThioGlo CoA-SH fluorescence, plate reader | inhibition, % at 34.9 µM | Histone acetyltransferase RTT109 (Candida albicans (strain SC5314 / ATCC MYA-2876)), … | 330,000 tested, 0.16% active | AID 540336, 2011 | purified Rtt109/Vps75, 4 h;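 active = inhibition of at least 50% in every replicate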
CDK5 p35 inh – inhibitors of human CDK5/p35 kinase, primary screen, biochemical, single concentration. Recombinant CDK5/p35, ADP-Glo luminescence, 60 min. inhibition, % at 10 µM. 330,000 tested, 0.01% active. AID 488839, 2010;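 active = highest replicate inhibition of at least 50% and at least 75% of replicates reaching 50%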;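 note: plate controls were DMSO neutral control for no effect and GW8510 at 10 µM for full effect; many of its hits are not listed in these tables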
PfHsp90 set2 – growth inhibition of PfHsp90-expressing yeast, primary screen, antimalarial PfHsp90 inhibitor project, S. cerevisiae, BacTiter-Glo luminescence, single point, set 2 | BacTiter-Glo ATP, 48 h; yeast lacking PDR1 and PDR3 efflux regulators | inhibition, % at 9.4 µM | 310,000 tested, 0.32% active | AID 504621, 2011;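 active = every replicate shows inhibition above about 80%, whatever the replicate mean, limit read from the data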;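 note: 0% = DMSO neutral controls and 100% = 20 µM radicicol positive controls; yeast relying on Plasmodium falciparum Hsp90 in place of its own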
SUMO Mot1 rescue – yeast Mot1-301 growth rescue at high temperature, primary screen, SUMOylation pathway inhibitor project, S. cerevisiae, ATP luminescence, 38.5C; S. cerevisiae Mot1-301 growth rescue; percent above DMSO median, 100 means doubled; growth rescue, % at 18.8 µM; 320,000 tested, 1% active;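 active = every valid replicate shows activation above 250% relative to neutral control wells; inactive = the rest, any valid replicate at or below 250%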;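 note: OY570 slx delta 5 strain wells were the positive control but not used for scaling; some compounds called inactive have numbers as strong as hits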
NSD2 inh – NSD2 histone methyltransferase inhibitors, primary screen, biochemical, AlphaScreen, single concentration, set 2; Histone-lysine N-methyltransferase NSD2 (Homo sapiens), O96028; 310,000 tested, 0.54% active; NSD2 peptide methylation, 120 min; AID 743445, 2014; inhibition, % at 12.5 µM; in the data active = inhibition above about 50%
Target sequence (O96028 whole entry, looked up): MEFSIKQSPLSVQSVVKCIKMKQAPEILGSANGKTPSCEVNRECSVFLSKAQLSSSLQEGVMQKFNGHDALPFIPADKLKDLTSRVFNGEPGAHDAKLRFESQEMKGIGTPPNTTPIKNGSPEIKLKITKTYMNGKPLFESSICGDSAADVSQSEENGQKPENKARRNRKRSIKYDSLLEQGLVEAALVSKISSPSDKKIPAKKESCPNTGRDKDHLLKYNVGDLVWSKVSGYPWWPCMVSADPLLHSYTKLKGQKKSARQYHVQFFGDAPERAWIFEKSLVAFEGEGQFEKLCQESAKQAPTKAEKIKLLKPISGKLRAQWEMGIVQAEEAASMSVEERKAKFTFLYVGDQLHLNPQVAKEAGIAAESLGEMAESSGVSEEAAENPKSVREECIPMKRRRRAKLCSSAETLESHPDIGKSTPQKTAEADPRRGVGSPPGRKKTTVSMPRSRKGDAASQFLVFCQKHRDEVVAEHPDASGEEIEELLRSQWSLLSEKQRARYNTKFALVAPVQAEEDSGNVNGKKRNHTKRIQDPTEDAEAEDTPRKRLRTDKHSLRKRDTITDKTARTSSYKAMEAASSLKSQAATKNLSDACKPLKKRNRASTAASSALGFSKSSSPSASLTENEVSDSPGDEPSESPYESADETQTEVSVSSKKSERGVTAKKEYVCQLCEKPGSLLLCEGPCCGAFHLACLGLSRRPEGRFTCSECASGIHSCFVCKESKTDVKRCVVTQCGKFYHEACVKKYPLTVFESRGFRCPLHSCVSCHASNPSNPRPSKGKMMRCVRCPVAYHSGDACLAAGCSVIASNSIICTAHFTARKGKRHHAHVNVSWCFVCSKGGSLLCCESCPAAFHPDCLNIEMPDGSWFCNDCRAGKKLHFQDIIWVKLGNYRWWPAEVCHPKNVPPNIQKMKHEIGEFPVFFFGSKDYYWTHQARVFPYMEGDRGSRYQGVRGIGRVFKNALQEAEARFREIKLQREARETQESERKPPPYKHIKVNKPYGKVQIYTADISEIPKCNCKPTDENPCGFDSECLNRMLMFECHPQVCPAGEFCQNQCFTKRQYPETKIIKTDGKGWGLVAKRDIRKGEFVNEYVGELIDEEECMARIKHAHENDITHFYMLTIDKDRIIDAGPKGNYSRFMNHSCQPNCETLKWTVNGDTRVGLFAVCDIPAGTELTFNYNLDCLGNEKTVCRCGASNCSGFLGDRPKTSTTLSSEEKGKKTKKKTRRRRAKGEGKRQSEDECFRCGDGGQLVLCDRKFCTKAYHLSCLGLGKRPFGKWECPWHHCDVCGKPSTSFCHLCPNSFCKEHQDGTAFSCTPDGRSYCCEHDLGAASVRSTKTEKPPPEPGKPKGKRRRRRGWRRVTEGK
The depositor's hits bear a star.

The first three compounds (preview)
Screening COc1ccc(N2CCN(C(=O)[C@@H]3CCCN3C3=NS(=O)(=O)c4ccccc43)CC2)cc1 returned Keap1-Nrf2 PPI -5, dFosB activator 6, RTF Ca sens act -4, PvdQ inh -12, C-LANA FP 0.5, Cardiac RTF inh -10, Rtt109 Vps75 -1, CDK5 p35 inh 0.0, PfHsp90 set2 -5, SUMO Mot1 rescue 34 and NSD2 inh -2.
For Cc1ccc(C(=O)NCC(=O)OCCOc2cccc(Cl)c2)cc1 the results were Keap1-Nrf2 PPI 0, dFosB activator -16, RTF Ca sens act 3, PvdQ inh -6, C-LANA FP 0.9, Cardiac RTF inh -6, Rtt109 Vps75 3, CDK5 p35 inh 1.0, PfHsp90 set2 -8, SUMO Mot1 rescue -16 and NSD2 inh 0.
`COc1ccccc1N1CCN(C(=O)c2ccc(CN3CCc4ccccc4C3)cc2)CC1` gave Keap1-Nrf2 PPI -3, dFosB activator 1, RTF Ca sens act 3, PvdQ inh -14, C-LANA FP -0.8, Cardiac RTF inh -15, Rtt109 Vps75 1, CDK5 p35 inh -3.5, PfHsp90 set2 2, SUMO Mot1 rescue -1 and NSD2 inh 6.

The whole of this part, repeating the preview:
Screening COc1ccc(N2CCN(C(=O)[C@@H]3CCCN3C3=NS(=O)(=O)c4ccccc43)CC2)cc1 returned Keap1-Nrf2 PPI -5, dFosB activator 6, RTF Ca sens act -4, PvdQ inh -12, C-LANA FP 0.5, Cardiac RTF inh -10, Rtt109 Vps75 -1, CDK5 p35 inh 0.0, PfHsp90 set2 -5, SUMO Mot1 rescue 34 and NSD2 inh -2.
For Cc1ccc(C(=O)NCC(=O)OCCOc2cccc(Cl)c2)cc1 the results were Keap1-Nrf2 PPI 0, dFosB activator -16, RTF Ca sens act 3, PvdQ inh -6, C-LANA FP 0.9, Cardiac RTF inh -6, Rtt109 Vps75 3, CDK5 p35 inh 1.0, PfHsp90 set2 -8, SUMO Mot1 rescue -16 and NSD2 inh 0.
`COc1ccccc1N1CCN(C(=O)c2ccc(CN3CCc4ccccc4C3)cc2)CC1` gave Keap1-Nrf2 PPI -3, dFosB activator 1, RTF Ca sens act 3, PvdQ inh -14, C-LANA FP -0.8, Cardiac RTF inh -15, Rtt109 Vps75 1, CDK5 p35 inh -3.5, PfHsp90 set2 2, SUMO Mot1 rescue -1 and NSD2 inh 6.
For O=C(CSCC(=O)NN=Cc1ccccc1O)NN=Cc1ccccc1O the results were Keap1-Nrf2 PPI -1, dFosB activator 12, RTF Ca sens act 2, PvdQ inh -14, C-LANA FP -1.1, Cardiac RTF inh -8, Rtt109 Vps75 -9, CDK5 p35 inh 0.4 and NSD2 inh -1.
For COc1ccc(OC)c(COC(=O)c2cccc(S(=O)(=O)N3CCCCC3)c2)c1 the results were Keap1-Nrf2 PPI -3, dFosB activator -6, RTF Ca sens act 0, PvdQ inh 3, C-LANA FP 1.8, Cardiac RTF inh -6, Rtt109 Vps75 17, CDK5 p35 inh -1.2, SUMO Mot1 rescue 81 and NSD2 inh 5.
CC(C)CCNC(=O)C1CCC(CNc2c(N3CCCC3)c(=O)c2=O)CC1 (stereo not given) was read as Keap1-Nrf2 PPI 1, dFosB activator -13, RTF Ca sens act 2, PvdQ inh -5, C-LANA FP 0.1, Cardiac RTF inh -14, Rtt109 Vps75 -3, CDK5 p35 inh 0.9, PfHsp90 set2 2, SUMO Mot1 rescue 311 and NSD2 inh -3.
`O=C(COc1ccccc1[N+](=O)[O-])Nc1ccc(N2CCN(C(=O)c3cccs3)CC2)cc1` gave Keap1-Nrf2 PPI 0, dFosB activator -4, RTF Ca sens act 0, PvdQ inh -16, C-LANA FP 1.2, Cardiac RTF inh 4, Rtt109 Vps75 1, CDK5 p35 inh 0.0, PfHsp90 set2 9, SUMO Mot1 rescue 5 and NSD2 inh 8.
For Cc1c(NS(=O)(=O)c2cc(C(=O)NCc3cccnc3)cc(Cl)c2Cl)c(=O)n(-c2ccccc2)n1C the results were Keap1-Nrf2 PPI 1, dFosB activator -2, RTF Ca sens act -5, PvdQ inh -21, C-LANA FP 2.5, Cardiac RTF inh 7, Rtt109 Vps75 2, CDK5 p35 inh 0.0, PfHsp90 set2 -19, SUMO Mot1 rescue -5 and NSD2 inh 0.
For Cc1nc(NC(=O)c2ccc(Cl)cc2)sc1Cc1ccc2c(c1)OCO2 the results were Keap1-Nrf2 PPI 0, dFosB activator 8, RTF Ca sens act -4, PvdQ inh -1, C-LANA FP 0.2, Cardiac RTF inh -5, CDK5 p35 inh -0.2, PfHsp90 set2 -7, SUMO Mot1 rescue 30 and NSD2 inh 0.
`Nc1cc(=O)[nH]c(SCC(=O)Nc2cccc(Cl)c2Cl)n1` gave Keap1-Nrf2 PPI 0, dFosB activator 11, RTF Ca sens act -3, PvdQ inh 0, C-LANA FP -0.2, Cardiac RTF inh 2, Rtt109 Vps75 -10, CDK5 p35 inh -0.3, PfHsp90 set2 2, SUMO Mot1 rescue -1 and NSD2 inh 2.
Screening CN(C(=O)COC(=O)c1cccc(S(=O)(=O)N2CCCCC2)c1)C1CCS(=O)(=O)C1 (stereo not given) returned Keap1-Nrf2 PPI 4, dFosB activator -5, RTF Ca sens act 0, PvdQ inh -6, C-LANA FP -0.7, Cardiac RTF inh -13, Rtt109 Vps75 -8, CDK5 p35 inh 1.8, PfHsp90 set2 8, SUMO Mot1 rescue 195 and NSD2 inh -1.
`CN1CCN(C(=O)CSc2nc3c(c(=O)n(C)c(=O)n3C)n2C)CC1` gave Keap1-Nrf2 PPI -4, dFosB activator 2, RTF Ca sens act 10, PvdQ inh -2, C-LANA FP 0.3, Cardiac RTF inh 1, Rtt109 Vps75 0, CDK5 p35 inh -6.7, PfHsp90 set2 35, SUMO Mot1 rescue 78 and NSD2 inh -8.
O=S(=O)(c1ccc2ncn(O)c2c1)N1CCOCC1 was read as Keap1-Nrf2 PPI -1, dFosB activator 1, RTF Ca sens act -2, PvdQ inh -2, C-LANA FP 1.5, Cardiac RTF inh 22*, Rtt109 Vps75 -7, CDK5 p35 inh 0.2, PfHsp90 set2 11, SUMO Mot1 rescue -4 and NSD2 inh 5.
`NC(=O)C1CCN(C(=O)CCSc2ccccc2)CC1` gave Keap1-Nrf2 PPI 0, dFosB activator 1, RTF Ca sens act -4, PvdQ inh 6, C-LANA FP -1.5, Cardiac RTF inh 2, Rtt109 Vps75 41, CDK5 p35 inh 0.7, PfHsp90 set2 -7, SUMO Mot1 rescue -11 and NSD2 inh -5.
`CCN(CC)c1ccc(NC(=O)c2cccc(C)c2OC)c(C)c1` gave Keap1-Nrf2 PPI 0, dFosB activator -5, RTF Ca sens act -7, PvdQ inh -1, C-LANA FP -1.1, Cardiac RTF inh -1, Rtt109 Vps75 2, CDK5 p35 inh 1.7, PfHsp90 set2 -33, SUMO Mot1 rescue -1 and NSD2 inh 8.
`CN(C)S(=O)(=O)c1cccc(NC(=O)c2cc(=O)[nH]c(=O)[nH]2)c1` gave Keap1-Nrf2 PPI 1, dFosB activator -5, RTF Ca sens act -1, PvdQ inh -7, C-LANA FP -1.7, Cardiac RTF inh -3, Rtt109 Vps75 -3, CDK5 p35 inh 0.6, PfHsp90 set2 8, SUMO Mot1 rescue 8 and NSD2 inh -2.
Cc1[nH]c2ccccc2c1C(C#N)(C#N)C1C(=O)c2ccccc2C1=O was read as Keap1-Nrf2 PPI -2, dFosB activator -11, RTF Ca sens act 6, PvdQ inh 3, C-LANA FP 1.3, Cardiac RTF inh 5, Rtt109 Vps75 3, CDK5 p35 inh -2.4, PfHsp90 set2 1 and SUMO Mot1 rescue -3.
Screening O=C(OCCNc1nc(-c2ccccc2)nc2ccccc12)c1cccnc1 returned Keap1-Nrf2 PPI -2, dFosB activator -20, RTF Ca sens act 0, PvdQ inh 8, C-LANA FP -0.2, Cardiac RTF inh 3, Rtt109 Vps75 20, CDK5 p35 inh -2.1, SUMO Mot1 rescue 58 and NSD2 inh -7.
`O=C(NCCSc1ccccc1)c1ccccc1` gave Keap1-Nrf2 PPI 4, dFosB activator 6, RTF Ca sens act 1, PvdQ inh -5, C-LANA FP 0.7, Cardiac RTF inh -8, Rtt109 Vps75 5, CDK5 p35 inh -2.5, PfHsp90 set2 -5, SUMO Mot1 rescue -11 and NSD2 inh -3.
Screening COc1ccccc1OCC(=O)NC1CCCCCC1 returned Keap1-Nrf2 PPI -7, dFosB activator 7, RTF Ca sens act 3, PvdQ inh 4, C-LANA FP 0.6, Cardiac RTF inh -3, CDK5 p35 inh 0.4, PfHsp90 set2 -6, SUMO Mot1 rescue -7 and NSD2 inh 1.
CCOC(=O)C(=O)Nc1ccc(OCc2ccccc2)cc1 was read as Keap1-Nrf2 PPI -1, dFosB activator -16, RTF Ca sens act 2, PvdQ inh -18, C-LANA FP -4.0, Cardiac RTF inh -8, Rtt109 Vps75 -2, CDK5 p35 inh 0.0, PfHsp90 set2 13, SUMO Mot1 rescue 7 and NSD2 inh -1.
Screening O=C(CSc1nncs1)N1CCN(S(=O)(=O)c2ccccc2)CC1 returned Keap1-Nrf2 PPI 3, dFosB activator -3, RTF Ca sens act 0, PvdQ inh -15, C-LANA FP -0.4, Cardiac RTF inh -3, Rtt109 Vps75 -17, CDK5 p35 inh 1.3, PfHsp90 set2 5 and NSD2 inh -10.
For CCSc1cc(C)nc2c(-c3ccc(Cl)cc3)c(C)nn12 the results were Keap1-Nrf2 PPI -1, dFosB activator 1, RTF Ca sens act -4, PvdQ inh -13, C-LANA FP -1.7, Cardiac RTF inh -2, Rtt109 Vps75 -7, CDK5 p35 inh 0.4, PfHsp90 set2 19, SUMO Mot1 rescue -26 and NSD2 inh 1.
`Cc1ccc2c(c1)c1c(n2CC(O)CNC(C)(C)C)CCCC1` (stereo not given) gave Keap1-Nrf2 PPI 1, dFosB activator 8, RTF Ca sens act 9, PvdQ inh -23, C-LANA FP 1.8, Cardiac RTF inh -8, Rtt109 Vps75 6, CDK5 p35 inh -4.4 and PfHsp90 set2 8.
